Growth percent in the NCI-60 one-dose screen (48 h, 10 µM unless noted): 100 = growth as untreated, 0 = no growth, -100 = all killed.
HT29 – HT29 colon cancer | actives 7.4% (n = 81,000)
NCI-H460 – NCI-H460 lung cancer | AID 1794736 | actives 6.8% (n = 82,000)
NCI-H322M – NCI-H322M lung cancer. actives 2.7% (n = 80,000). AID 1794733
NCI-H522 – NCI-H522 lung cancer | actives 8% (n = 78,000) | AID 1794739
COLO 205 – COLO 205 colon cancer; actives 7.3% (n = 79,000)
NCI-H226 – NCI-H226 lung cancer. actives 3.5% (n = 79,000). AID 1794732
HCT-15 – HCT-15 colon cancer; actives 5.2% (n = 82,000); AID 1794746
NCI/ADR-RES – NCI/ADR-RES ovarian cells | actives 4.4% (n = 81,000)
HCT-116 – HCT-116 colon cancer; actives 7.3% (n = 82,000); AID 1794798
Numbers without * were called inactive; / = not tested or not shown; & = joins results of further samples. The calls were made as follows: active = growth percent below 10; inactive = the rest. Rows are unselected; overall some 12% were active at least once.

Order of results: NCI-H322M, NCI/ADR-RES, HCT-116, NCI-H460, HT29, COLO 205, HCT-15, NCI-H226, NCI-H522
Cc1ccc(CSc2nc(-c3ccc(Cl)cc3)c(C#N)c(N3CCOCC3)n2)cc1
 : 103, 95, 90, 96, 91, 125, 96, 94, 78
COc1ccc(/C(=C\c2cc(OC)c(OC)c(OC)c2)C(=O)Nc2nc3ccc(N)cc3s2)cc1
 : 79, 87, 81, 108, 75, 109, 90, 91, 70
CCC(C)NC(=S)Nc1ccccc1 (stereo not drawn)
 : 110, 104, 100, 100, 103, 116, 102, 122, 96
COc1ccc(/C=C(/C#N)n2nnc3cccc(F)c32)cc1
 : 25, -30*, 10, 4.6*, 1.3*, 1.9*, 13, 60, -25*
O=C(NN1C(=O)CSC1c1ccc(Br)cc1)c1ccc(NC(=O)c2ccccn2)cc1 (stereo not drawn)
 : 77, 83, 88, 88, 94, 86, 82, 97, 85
COC(=O)/C=C/C(=N/Nc1ccccc1)c1ccccc1
 : 89, 89, 88, 99, 99, 121, 88, 94, 83
CC(=O)N1c2ccccc2S(=O)(=O)c2c1ccc1ccccc21
 : 91, 101, 100, 102, 103, 112, 97, 98, 100
Cc1c(Cc2ccc(Cl)cc2)c(=O)[nH]c(=O)n1C
 : /, 94, 96, 102, 99, 113, 96, 95, 80
COc1ccc(-n2c(SCC(=O)NC(=O)Nc3ccccc3)nc3c(Br)cc(Br)cc3c2=O)cc1
 : 91, 90, 86, 87, 103, 114, 63, 76, 81
Cc1ccc(S(=O)(=O)N(CC[C@@H]2C[C@H]2c2cc3ccccc3o2)S(=O)(=O)c2ccc(C)cc2)cc1
 : 95, 94, 93, 104, 94, 115, 95, 79, 85
Nc1ncnc2c1N=C(c1ccc(F)cc1)CC(c1sc(Cl)nc1Cl)N2 (stereo not drawn)
 : 106, /, 91, 101, 92, 104, 102, 90, 89
Cc1cccc(C)c1NC(=O)CSC(N)=O
 : 94, 103, 100, 115, 100, 110, 96, 108, 76
CCCC(CCC)NCC(O)c1cc(-c2ccc(C(F)(F)F)cc2)nc(C(F)(F)F)c1 (stereo not drawn)
 : 0.7*, -54*, -71*, -60*, -74*, -84*, -62*, -70*, -78*
COc1cc(/C=C/C(=O)CC(=O)/C=C/c2ccc(OC(=O)c3cccs3)c(OC)c2)ccc1OC(=O)c1cccs1
 : 79, 89, 74, 107, 88, 128, 108, 101, 83
Cc1ccc2sc3c(c2c1)OC(N)=C(C#N)C3c1ccc(Cl)cc1 (stereo not drawn)
 : 99, 76, 88, 56, 67, 97, 30, 68, 58
CCOC(=O)CC1(C(=O)OCC)c2[nH]c3ccccc3c2CCN1Cc1ccccc1 (stereo not drawn)
 : 97, 87, 71, 97, 76, 106, 91, 90, 80
CC1=C(CC(=O)OCC(=O)NC2CCC(S/N=C(N)/N=C(\N)N(C)C)CC2)c2cc(F)ccc2/C1=C\c1ccc(S(C)=O)cc1 (stereo not drawn)
 : 119, 104, 97, 104, 98, 112, 105, 94, 96
CCSc1nnc(NC(=O)CCNS(=O)(=O)c2ccc(C)cc2)s1
 : 105, 108, 104, 114, 117, 102, 107, 95, 102
O=C(O)c1ccc([N+](=O)[O-])cc1-c1cc([N+](=O)[O-])ccc1C(=O)O
 : 100, 107, 104, 112, 103, 110, 105, 100, /
C[C@]12CCC(=O)C=C1CC[C@@H]1[C@@H]2[C@@H](O)C[C@@]2(C)[C@H]1CC[C@]2(O)C(=O)COC(=O)C(c1ccccc1)c1ccccc1
 : 87, 70, 77, 71, 48, 60, 60, 72, 72
Cc1cc(N=C2NC(=O)/C(=C/c3ccc([N+](=O)[O-])cc3)S2)no1
 : 64, 65, 49, 39, 107, 94, 38, 65, 68
COc1ccc(OC)c(C2C(C#N)=C(N)N(c3ccc(F)cc3)C3=C2C(=O)CC(C)(C)C3)c1 (stereo not drawn)
 : 100, 103, 109, 105, 107, 113, 100, 98, 95
COc1cc2nc(CNc3ccc(C)cc3)[nH]c(=O)c2cc1OC
 : 92, 87, 86, 73, 63, 121, 69, 112, 57
CC(=O)OC1(C)C(=O)OC(=O)C1(C)OC(C)=O (stereo not drawn)
 : 128, 107, 107, 102, 111, 109, 99, 102, /
COc1ccc(N=C2NN=C(c3c[nH]c4ccccc34)CS2)cc1OC
 : 70, 18, 39, 27, 25, 58, 43, 81, -34*
O=C(Nc1ccc(Cl)cc1)c1ccc(Cl)cc1Cl
 : 95, 93, 83, 97, 88, 100, 90, 82, 80
COC(=O)c1ccc(Cn2c(SC)nc(=O)n(Cc3ccc(Cl)cc3)c2=O)cc1
 : 113, 103, 95, 108, 105, 116, 99, /, /
O=c1[nH]c(SCc2nc3cc(Cl)c(Cl)cc3[nH]2)nc2c1CCC2
 : 96, 109, 82, 102, 95, 113, 108, 99, 79
O=C(N/N=C/c1cc(Cl)ccc1O)c1ccccc1Nc1ccnc(C(F)(F)F)c1
 : 20, 23, 32, 4.7*, 39, 14, 30, -1.1*, 51
O=C(O)c1ccccc1C(=O)c1ccc2oc(=O)[nH]c2c1
 : 106, 112, 101, 111, 105, 102, 102, 93, /

A draw from above in order of molar mass, low to high.
Order of results: NCI-H322M, NCI/ADR-RES, HCT-116, NCI-H460, HT29, COLO 205, HCT-15, NCI-H226, NCI-H522
Cc1c(Cc2ccc(Cl)cc2)c(=O)[nH]c(=O)n1C
 : /, 94, 96, 102, 99, 113, 96, 95, 80
COc1ccc(/C=C(/C#N)n2nnc3cccc(F)c32)cc1
 : 25, -30*, 10, 4.6*, 1.3*, 1.9*, 13, 60, -25*
COc1cc2nc(CNc3ccc(C)cc3)[nH]c(=O)c2cc1OC
 : 92, 87, 86, 73, 63, 121, 69, 112, 57
COc1ccc(N=C2NN=C(c3c[nH]c4ccccc34)CS2)cc1OC
 : 70, 18, 39, 27, 25, 58, 43, 81, -34*
CCSc1nnc(NC(=O)CCNS(=O)(=O)c2ccc(C)cc2)s1
 : 105, 108, 104, 114, 117, 102, 107, 95, 102
COc1ccc(/C(=C\c2cc(OC)c(OC)c(OC)c2)C(=O)Nc2nc3ccc(N)cc3s2)cc1
 : 79, 87, 81, 108, 75, 109, 90, 91, 70

Next results follow:
Order of results: NCI-H322M, NCI/ADR-RES, HCT-116, NCI-H460, HT29, COLO 205, HCT-15, NCI-H226, NCI-H522
Nc1ccccc1-c1nn2c(CCC(=O)c3nc4ccc([N+](=O)[O-])cc4[nH]3)nnc2s1
 : 93, 100, /, 99, 128, 116, 102, 96, 111
c1ccc2c(N3CCOCC3)c3c(nc2c1)CCCC3
 : 105, 105, 103, 104, 98, 100, 107, 95, 96
Cc1ccc(C2=CCCCC2)cc1
 : 104, 113, 108, 105, 116, 112, 102, 103, 103
CC1CCc2c(sc3nc(SCC(=O)NNC(=S)Nc4ccccc4)n(-c4ccccc4)c(=O)c23)C1 (stereo not drawn)
 : 89, 101, 90, 101, 109, 107, 90, 103, 96
CCOC(=O)COc1c(OC)c(OC)cc2oc(-c3cccc(C(=O)Nc4ccc(Cl)cc4)c3)cc(=O)c12
 : 108, 37, 23, 83, 23, 40, 21, 76, 46
CCOC(=O)Nc1ccc2c(c1)Cc1cc([N+](=O)[O-])ccc1-2
 : 96, 77, 87, 82, 98, 113, 82, 84, /
O=C(/C(=N/O)S(=O)(=O)c1ccccc1)c1ccc(Cl)cc1
 : 110, 107, 103, 102, 101, 108, 100, 105, 76
CCOC(=O)c1[nH]c(=S)n(-c2ccccc2)c1C(=O)OCC
 : 117, 107, 108, 113, 119, 109, 110, 120, 107
Clc1ccc(C(NC2CC3CCC2C3)c2ccccc2)cc1 (stereo not drawn)
 : 99, 90, 79, 101, 81, 93, 101, 99, 89
COc1cc(-c2nc(-c3ccccc3)[nH]c2-c2ccnc(NCCCNS(=O)(=O)c3cccc(F)c3)n2)ccc1Cl
 : 87, 32, 19, 29, 23, 9.4*, 26, 42, 33
O=C(Nc1cccc([N+](=O)[O-])c1)c1cc(=O)c2ccccc2[nH]1
 : 80, 99, 99, 100, 109, 108, 102, 93, 90
COc1ccc(/C=N/NC(=O)c2c(N)nn(C)c2Nc2ccccc2)cc1OCc1ccccc1
 : 90, 94, 90, 103, 101, 105, 88, 98, 95
CCCC/C=C(\C)C(C#N)(CC)C(=O)OC (stereo not drawn)
 : 102, 112, 114, 110, 102, 112, 104, 100, /
NS(=O)(=O)c1ccc(C(=O)N/N=C(\CS(=O)(=O)c2ccccc2)c2cc3cc(Br)ccc3o2)cc1
 : 103, 98, 90, 96, 97, /, 99, /, 80
C#CCC1(C)NS(=O)(=O)c2ccccc21 (stereo not drawn)
 : 94, 102, 92, 109, 91, 100, 93, 104, 69
O=C1C=C(c2ccccc2)C(c2ccccc2)C1O (stereo not drawn)
 : /, 102, 110, /, 107, 99, 105, 99, 108
O=C(NCc1cccnc1)c1nc(-c2ccc(-n3cccc3)cc2)no1
 : 87, 77, 76, 76, 98, 108, 94, 69, 78
CS(=O)(=O)c1ccc(-n2cc(/C=C/C(=O)c3ccc(NC(=O)CO[N+](=O)[O-])cc3)c(-c3ccccc3)n2)cc1
 : 123, 124, 100, 104, 112, 132, 111, 123, 105
N#Cc1c(-c2ccc(O)cc2)nc(Nc2nc3ccccc3s2)[nH]c1=O
 : 97, 104, 87, 103, 107, 104, 96, 97, 92
CN1CCN(S(=O)(=O)O[C@@H]2C(=O)N(c3cc4c5ccccc5ccc4c4ccccc34)[C@H]2c2ccc(F)cn2)CC1
 : 87, 92, 85, 98, 82, 97, 85, 91, 70
CCOC(=O)C(Nc1ccc(OC)cc1)c1ccc(N(CC)CC)cc1 (stereo not drawn)
 : 109, 84, 89, 98, 95, 109, 86, 89, 72
O=C(c1ccccc1)c1nn(-c2ccccc2)/c(=N/N=Cc2cn(-c3ccccc3)nc2-c2cc3ccccc3oc2=O)s1
 : 94, 89, 78, 89, 117, 113, 68, 95, 95
COc1ccc(-c2cc(=O)c3c(O)cc(O)cc3o2)cc1
 : 103&109, 99&100, 95&103, 97&104, 109&110, 101, 100&103, 106, 78&83
NC(=O)c1cc(O)cc(O)c1
 : 90, /, 107, 110, 105, 114, 109, 110, 92
O=C(NCOC(O)C(Cl)(Cl)Cl)NCOC(O)C(Cl)(Cl)Cl (stereo not drawn)
 : 92, 103, 100, 112, 94, /, 96, 96, 83
O=[N+]([O-])c1ccc(/C=C/C=C/c2ccc(Cl)cc2Cl)cc1
 : 87, 99, 81, 90, 89, 125, 93, 94, 83

Five compounds drawn at random from those above:
Order of results: NCI-H322M, NCI/ADR-RES, HCT-116, NCI-H460, HT29, COLO 205, HCT-15, NCI-H226, NCI-H522
O=C(c1ccccc1)c1nn(-c2ccccc2)/c(=N/N=Cc2cn(-c3ccccc3)nc2-c2cc3ccccc3oc2=O)s1
 : 94, 89, 78, 89, 117, 113, 68, 95, 95
Cc1ccc(C2=CCCCC2)cc1
 : 104, 113, 108, 105, 116, 112, 102, 103, 103
C#CCC1(C)NS(=O)(=O)c2ccccc21 (stereo not drawn)
 : 94, 102, 92, 109, 91, 100, 93, 104, 69
CCOC(=O)C(Nc1ccc(OC)cc1)c1ccc(N(CC)CC)cc1 (stereo not drawn)
 : 109, 84, 89, 98, 95, 109, 86, 89, 72
CN1CCN(S(=O)(=O)O[C@@H]2C(=O)N(c3cc4c5ccccc5ccc4c4ccccc34)[C@H]2c2ccc(F)cn2)CC1
 : 87, 92, 85, 98, 82, 97, 85, 91, 70
